Source: PubChem BioAssay (The Scripps Research Institute Molecular Screening Center)
GPR7 antagonist: human neuropeptides B/W receptor 1 antagonism; P48145; GPR7-expressing cells, fluorescence antagonist assay; inhibition, % at 4.4 µM; hit rate 1.1% among 290,000; in the data active means inhibition above about 16%, passing the limit was not always enough;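 further: cells stimulated with the agonist NPW; 0% = agonist with vehicle and 100% = vehicle without agonist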
CHO-K1 Ca antag: counter-screen for M1 antagonists: effect in parental CHO-K1 cells. ATP-induced calcium, Fluo-8 fluorescence. inhibition, % at 3 µM. hit rate 0.6% among 360,000;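 active means inhibition above a per-plate cutoff, the plate's mean sample inhibition plus 3 SD, cut at about 24% in these data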;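 further: 0% = DMSO plus EC80 ATP and 100% = DMSO alone without ATP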
TAAR1 antagonist: antagonists of human TAAR1; Q96RJ0; hit rate 1.5% among 360,000; CHO RD-HGA16 TAAR1, Fluo-8 calcium fluorescence, antagonist; inhibition, % at 3 µM; AID 624466;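 active means inhibition above a per-plate cutoff, the mean inhibition of test compounds on that plate plus 3 SD, cut at about 49% in these data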;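 further: 0% = DMSO plus EC80 beta-PEA response and 100% = DMSO alone without agonist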
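Test system: hTAAR1-expressing CHO RD-HGA16 cells, Gα16-coupled; Probe or stimulus: EC80 β-phenethylamine stimulus; Compound dosing: single nominal final test compound concentration of 3 µM; Timing: 140 s kinetic read after compound, 140 s after agonist; Signal: Fluo-8 calcium-sensitive fluorescence; Measure: % inhibition of agonist calcium response; Controls: DMSO and EC80 PEA controls.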
OXTR agonist: activates the human oxytocin receptor; activation, % at 3 µM; CHO-OTR cells, Fluo-8 calcium fluorescence; normalized: DMSO 0%, oxytocin 100%; hit rate 0.32% among 320,000; P30559; AID 2435;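 active means activation above the mean of all tested compounds plus 3 SD, cutoff set per screening run, cut at about 20% in these data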;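 further: peak over basal fluorescence ratio from a 100 s FLIPR kinetic read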
Target sequence (P30559 whole entry, looked up): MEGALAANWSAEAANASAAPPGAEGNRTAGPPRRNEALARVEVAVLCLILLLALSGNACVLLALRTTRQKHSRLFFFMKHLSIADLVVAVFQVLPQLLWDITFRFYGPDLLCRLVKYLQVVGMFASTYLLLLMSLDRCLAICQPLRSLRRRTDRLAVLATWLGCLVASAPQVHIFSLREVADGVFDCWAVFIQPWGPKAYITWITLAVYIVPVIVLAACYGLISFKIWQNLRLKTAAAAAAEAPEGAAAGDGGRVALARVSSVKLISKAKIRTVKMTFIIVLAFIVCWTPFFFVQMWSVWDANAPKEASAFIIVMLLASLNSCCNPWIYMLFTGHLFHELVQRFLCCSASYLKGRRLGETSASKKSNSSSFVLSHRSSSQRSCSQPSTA
OXTR potentiate: potentiators of human oxytocin receptor | CHO-OTR cells, Fluo-8 calcium fluorescence, potentiator mode; 0% = oxytocin EC15, 100% = EC100 | activation, % at 3 µM | AID 2445 | hit rate 0.061% among 320,000 | P30559;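 active means activation above that plate's cutoff, the mean activation of tested compounds plus 3 SD, cut at about 6.6% in these data, passing the limit was not always enough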;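 further: 100% uses oxytocin at 75 nM as the full agonist control; some results filed as inactive read as strong as hits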
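Assay system: CHO-OTR cells, human receptor / Also added: oxytocin at about EC15, sub-maximal agonist stimulus / Dosing: single dose, 3.0 µM nominal final compound concentration / Incubation: 6 min pre-incubation, 100 s read / Technique: Fluo-8 calcium dye fluorescence / Read-out: % activation vs EC15 and EC100 oxytocin / Benchmarks: EC15 oxytocin low, 75 nM oxytocin high / Replicates: singlicate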
V1aR counter: activates human V1a receptor in oxytocin agonist counter-screen; hit rate 0.25% among 320,000; P37288; CHO-V1R cells, Fluo-8 calcium fluorescence, agonist mode; 0% DMSO, 100% 3 nM vasopressin; activation, % at 3 µM;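 active means activation above the mean activation of all tested compounds plus 3 SD, per screening run, cut at about 20% in these data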;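 further: signal is peak over basal fluorescence ratio across a 100 second FLIPR read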
Target sequence (P37288 whole entry, looked up): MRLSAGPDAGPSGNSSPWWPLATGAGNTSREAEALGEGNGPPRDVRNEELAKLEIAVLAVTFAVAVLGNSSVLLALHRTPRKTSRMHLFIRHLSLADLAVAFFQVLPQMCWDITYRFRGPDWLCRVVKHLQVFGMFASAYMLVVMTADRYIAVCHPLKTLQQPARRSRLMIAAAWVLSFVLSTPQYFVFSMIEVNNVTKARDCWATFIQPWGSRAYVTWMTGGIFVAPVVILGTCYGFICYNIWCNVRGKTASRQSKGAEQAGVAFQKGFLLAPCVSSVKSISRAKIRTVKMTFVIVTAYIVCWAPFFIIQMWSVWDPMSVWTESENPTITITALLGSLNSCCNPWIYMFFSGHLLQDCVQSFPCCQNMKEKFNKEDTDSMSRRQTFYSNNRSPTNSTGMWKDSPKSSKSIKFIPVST
CHO parental Ca: signal in parental CHO cells, OX1R antagonist counter-screen | hit rate 0.63% among 330,000 | inhibition, % at 5.6 µM | parental CHO-K1, ATP-induced calcium, Fluo-8 fluorescence;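 active means inhibition above that plate's mean sample inhibition plus 3 SD, cut at about 26% in these data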;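 further: 0% = ATP-challenged DMSO wells and 100% = DMSO wells without ATP; some compounds past the cut are filed as inactive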
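Measured by: calcium-sensitive Fluo-8 fluorescence / Test system: CHO parental line / Controls: ATP-challenged DMSO wells low, unchallenged DMSO wells high / Measure: % inhibition / Compound: single nominal dose of 5.6 µM per compound / Replicates: single well per compound, no replicates / Reagent: ATP as calcium-mobilizing challenge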
M1 PAM parental: M1 PAM counterscreen hit in parental CHO-K1 cells; hit rate 0.02% among 360,000; AID 602247; ATP EC20, Fluo-8 calcium fluorescence; 0% at ATP EC20, 100% at ATP max; activation, % at 3 µM;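 active means activation above the run cutoff, the mean activation of all test compounds plus 3 SD, cut at about 40% in these data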;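 further: peak over basal fluorescence ratio in a 140 s read after ATP addition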
M1 ag parental: M1 agonist counterscreen hit in parental CHO-K1 cells. Fluo-8 calcium fluorescence; scaled to maximal ATP response, vehicle zero. activation, % at 3 µM. hit rate 0.48% among 360,000. AID 602248; in the data active means activation above about 15%;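 further: untransfected CHO-K1 host cells lacking M1 receptor as counterscreen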
Active calls of the source: *; · = no result given.

SMILES	GPR7 antagonist	CHO-K1 Ca antag	TAAR1 antagonist	OXTR agonist	OXTR potentiate	V1aR counter	CHO parental Ca	M1 PAM parental	M1 ag parental
Cc1ccc(C(=O)Oc2cccc(NC(=O)c3ccco3)c2)cc1S(=O)(=O)N1CCC(C)CC1	10	-6	16	1.9	-2	2.8	-7	8	0.6
COc1ccc(C)cc1N(CC(=O)NCCSCc1cccc(Cl)c1)S(C)(=O)=O	0	3	20	0.6	-3	1.1	-18	0	3.6
Nc1nc(SCc2nnc(SCC(=O)O)n2-c2ccccc2)nc2sc3c(c12)CCCC3	-6	17	7	0.7	11	-0.5	-3	0	-0.3
Nc1c(Cl)cc(-c2[nH]c3cc(C(=O)NCCO)ccc3c(=O)c2O)cc1Cl	-6	-12	-7	0.9	-2	0.8	-1	13	2.8
COCC(=O)Nc1cccc(C(F)(F)F)c1	-3	-10	-7	-0.6	-8	0.7	-8	-14	0.2
O=C(Nc1cccc2ccccc12)N1CCN(Cc2ccccc2)CC1	3	-7	0	1.4	-17	0.3	-25	10	0.5
Cc1cccn2cc(COc3ccc(-c4ccccc4)cc3)nc12	-8	-6	-26	·	·	·	·	7	1.5
CC(NC(=O)c1ccco1)C(=O)OCc1cccc(Cl)c1 (stereo not drawn)	0	7	-18	-1.5	-20	0.1	-12	7	0.1
COc1ccc(-c2cn[nH]c2-c2ccc(OCc3ccccc3F)cc2O)cc1OC	-18	-9	21	0.0	-10	-0.2	-1	10	1.1
CCc1nc(SC)[nH]c(=O)c1C	-8	2	2	-0.1	0	1.2	-7	12	0.2
Cc1ccc(NS(=O)(=O)c2ccc(CCC(=O)NCCCOC(C)C)cc2)cc1	2	-2	0	1.9	-9	3.6	-10	17	2.8
CC1(C)CC(=O)C(C=NCc2ccccn2)=C(O)C1	7	-18	-11	0.2	-5	-0.2	-4	16	0.4
CCC(C)c1ccccc1N1CC(C(=O)Nc2cc(S(=O)(=O)N3CCOCC3)ccc2OC)CC1=O (stereo not drawn)	-10	-5	0	0.1	-8	-0.6	-21	21	1.5
O=C(CN1CCN(c2ncc(C(F)(F)F)cc2Cl)CC1)Nc1ccc2c(c1)OCO2	-8	-25	30	-0.8	1	-1.0	3	21	2.4
Cc1ccc(N2CC(NS(=O)(=O)c3cccnc3)CC2=O)cc1C (stereo not drawn)	·	-10	-20	-0.5	-15	0.8	-22	22	1.9
C=C(C(=O)c1ccccc1)C(CC(=O)c1ccccc1)c1ccccc1 (stereo not drawn)	-2	-4	15	0.1	-13	1.9	13	-6	0.1
Clc1ccc(-c2csc3ncnc(N4CCc5ccccc5C4)c23)cc1	-1	-1	5	-2.6	0	-1.0	-12	10	0.3
CCOC(=O)/C(C#N)=C\c1cn(C)c2ccccc12	-11	-14	-13	-2.4	-10	-1.1	-20	22	0.5
Cc1cc(C)cc(NC(=S)N2CCN(S(C)(=O)=O)CC2)c1	-12	2	-12	0.7	4	-0.8	-2	-14	0.5
Oc1ccccc1C1NN=C(c2ccccc2)S1 (stereo not drawn)	23	3	3	-0.1	-2	0.7	-5	15	1.7

Compound profiles, from the list above.
Shown for `Cc1cccn2cc(COc3ccc(-c4ccccc4)cc3)nc12` → GPR7 antagonist: -8; CHO-K1 Ca antag: -6; TAAR1 antagonist: -26; OXTR agonist: ·; OXTR potentiate: ·; V1aR counter: ·; CHO parental Ca: ·; M1 PAM parental: 7; M1 ag parental: 1.5
Shown for `Oc1ccccc1C1NN=C(c2ccccc2)S1` (stereo not drawn) → GPR7 antagonist: 23; CHO-K1 Ca antag: 3; TAAR1 antagonist: 3; OXTR agonist: -0.1; OXTR potentiate: -2; V1aR counter: 0.7; CHO parental Ca: -5; M1 PAM parental: 15; M1 ag parental: 1.7

Carrying on:
SMILES	GPR7 antagonist	CHO-K1 Ca antag	TAAR1 antagonist	OXTR agonist	OXTR potentiate	V1aR counter	CHO parental Ca	M1 PAM parental	M1 ag parental
Cc1cccc(NC(=O)c2ccc(N3CCCCC3)c([N+](=O)[O-])c2)n1	-14	-4	42	-1.9	-5	-0.1	-26	9	6.2
O=S(=O)(c1cccc(F)c1)N1CCN(C(=S)NCC2CCCO2)CC1 (stereo not drawn)	-6	5	9	1.2	4	0.9	-6	-7	1.8
COc1cc(NC(=O)CSc2nc3c(C)ccc(C)c3cc2C)c(C(=O)O)cc1OC	-4	-1	-22	-0.2	-3	0.7	-14	4	0.3
CN1CCCCC1=NCCCn1cnc2c1c(=O)n(C)c(=O)n2C	-7	-14	6	0.9	2	0.5	-4	-8	-0.4
COc1ccc(C(=O)N2CCCN(C)CC2)cc1S(=O)(=O)N(C)Cc1ccccc1	·	-6	-5	-0.9	-7	0.2	4	-8	0.7
Nn1c(Cc2ccccc2)nc2cc(Cl)ccc2c1=O	-10	3	3	-1.4	-6	1.3	8	-23	0.5
COc1ccc(C(=O)NC(=S)Nc2ccc3[nH]c(=O)[nH]c3c2)cc1	-11	-6	-15	-0.7	-1	4.4	-1	11	-1.0
O=C(COC(=O)c1cccc(S(=O)(=O)N2CCCC2)c1)c1ccc(F)cc1	·	10	11	·	·	·	·	-10	1.9
COc1ccc2c3c(c(=O)oc2c1OCC(N)=O)CCCC3	-13	-12	9	-0.6	-6	0.4	6	21	1.6
O=C(OCC(=O)N1CCCc2ccccc21)c1cccc(S(=O)(=O)N2CCc3ccccc32)c1	-7	-1	4	-1.0	-7	-0.4	-14	-6	0.9
O=C(COC(=O)c1ccc2[nH]c3c(c2c1)CCCC3)Nc1ccc(Cl)cc1Cl	-7	-7	-13	-0.9	-6	0.3	-11	32	4.8
O=C(CCS(=O)(=O)c1ccc(Br)cc1)Nc1ccc(Cl)cc1F	-5	5	-25	-2.9	-2	-0.4	-22	20	8.1
O=C(N/N=C/c1cccc([N+](=O)[O-])c1)c1ccc(COc2ccccc2-c2ccccc2)cc1	-9	-10	30	0.6	-2	1.2	10	11	0.4
CC(C)c1ccc(NC(=O)CCCC(=O)NCCc2ccccc2)cc1	-8	2	8	0.3	-1	1.6	-8	10	0.2
O=C1OCc2cc(NC(=O)C3CCCO3)ccc21 (stereo not drawn)	1	7	-18	0.7	2	-0.4	-11	-6	0.1
Nn1c(Cc2ccccc2F)nnc1SCn1nnc2ccccc2c1=O	-2	-7	-9	-0.8	1	0.5	-5	15	2.8
CC(C)(C)OC(=O)C[C@H]1C/C=C\C[C@H](CC(=O)N[C@H](CO)Cc2ccccc2)C(=O)N[C@H](Cc2ccccc2)COC1=O	·	-14	26	-0.4	-1	0.2	-28	7	1.8
COCCn1c(SCC(=O)NCc2ccc(F)cc2)nc2ccccc21	-4	-23	-9	0.1	-6	0.2	-26	17	1.1
COc1ccc(OCC2c3cc(OC)c(OC)cc3CCN2C(=O)C(C)C)cc1 (stereo not drawn)	2	14	-11	·	·	·	·	15	0.7
CCOC(=O)c1cc(-c2csc(Nc3c(C)cc(C)cc3C)n2)on1	-10	-4	-23	-3.5	-11	-0.3	-8	-4	0.1
COc1ccc(OCC(=O)N2CCCC2=O)c([N+](=O)[O-])c1	-9	-7	2	-0.6	-7	-0.1	-6	9	1.0
Cc1ccc(CNS(=O)(=O)c2c(C)nc3scc(C)n3c2=O)cc1	8	9	-15	0.6	-8	0.1	-11	7	10
Cc1c([N+](=O)[O-])c2ccc(O)cc2n1-c1ccccc1	-15	-14	-40	2.8	2	1.7	4	17	0.8
NS(=O)(=O)c1cc(C(=O)NCCOc2ccccc2)c(Cl)cc1Cl	-10	-7	5	0.5	-12	1.1	1	-1	0.2
CC(C)(C)c1ccc(/C=C/C(=O)Nc2ncccn2)cc1	-10	-7	18	-1.4	4	-0.2	-20	23	1.6
CCCc1nn2c(=O)cc(CSCC(=O)Nc3ccccc3)nc2s1	-9	-4	-23	-0.4	-2	0.1	-16	-3	0.5
Cc1nnc(Nc2ccccn2)c2ccccc12	2	11	-7	-0.5	1	0.5	6	4	0.4
CNc1nc(Cl)c(SC)c(NCc2cccc(OC)c2)n1	11	-8	4	-1.7	-18	0.0	-21	1	1.4
Cc1cc([N+](=O)[O-])ccc1NCc1cccc2ccccc12	2	-7	-7	-1.7	-6	0.1	-14	19	2.1
Cc1ccc(C(=O)Oc2oc(-c3ccccc3)nc2C=Nc2ccc(N(C)C)cc2)cc1	-5	-6	2	-1.5	-7	1.3	-3	25	2.0
O=C(Cn1ncc(Cl)c(Cl)c1=O)N1CCc2ccccc21	21	-20	3	·	·	·	·	32	-0.7
O=C(Cc1ccc([N+](=O)[O-])cc1)NC1CCCCCC1	-4	-9	-5	-0.7	2	0.2	-4	19	1.1
Cc1nn(-c2ccccc2)c(=O)c2noc(C)c12	-2	-8	-17	-0.7	-3	2.6	-2	12	0.3
CN(C)c1ccc(C=c2c3cc([N+](=O)[O-])ccc3n3c2cc(-c2ccccc2)[n+]3C)cc1	·	-10	-7	·	·	·	·	6	0.6
COc1cc(O)c(C(CC(=O)N2CCCC(C)C2)c2ccc3c(c2)OCO3)c(OC)c1 (stereo not drawn)	·	-9	2	-0.1	-15	-0.5	-1	-1	-0.8
O=C(O)c1nc(-c2ccccc2)c(C(=O)NC2CC2)[nH]1	·	-11	4	·	·	·	·	1	3.2
O=C(NCC(=O)N(Cc1ccccc1)C(C(=O)NC1CCCC1)c1cccnc1)c1ccco1 (stereo not drawn)	-14	23	17	-0.8	-12	-1.1	-33	-4	-0.1
COc1ccc(NC(=O)NNC(=O)CCc2ccc(O)c(O)c2)cc1OC	-11	6	4	1.0	3	1.5	7	10	1.2
O=C(CSc1ncnc2sccc12)Nc1ccccc1	-13	-10	22	-0.6	-13	4.9	-6	11	1.4
CCn1c(SCC(=O)N(C(C)C)C(C)C)nnc1-c1cc2ccccc2cc1O	-9	-4	-6	0.9	-3	1.7	-8	11	2.1
Cn1c(-c2ccc(C=O)s2)nc2ccccc21	-5	-8	-7	-2.6	-11	-1.0	-14	11	-0.2
CN1CCN(C(CNS(=O)(=O)c2ccc([N+](=O)[O-])cc2)c2ccc(F)cc2)CC1 (stereo not drawn)	·	-1	-17	2.1	2	0.6	-16	1	2.9
COc1cc(NC(=O)C(C)C)ccc1NC(=O)c1cc2ccccc2o1	-12	-4	33	0.9	-6	3.2	-12	3	5.9
Cn1c(=O)oc2cc(S(=O)(=O)N3CCCc4ccccc43)ccc21	-12	-5	7	2.2	-4	3.7	7	18	2.2
CSc1sc(C(=O)Nc2ccc(F)cc2F)c2c1C=CCC2	-15	-8	-19	-3.0	-10	-1.0	-33	13	0.2
